# Screening results (PubChem BioAssay)
# TR-FRET SRC-2 ct: TR-FRET artefact, counter-screen to PPARgamma/SRC-2 agonist assay | AID 1049 | active compounds read high | actives 0.4% (n = 200,000) | TR-FRET ratio at 8 µM; in the data active means TR-FRET ratio above about 2000; further: inactives centre near 1500
# S1P3 antagonist: S1P3 (human) receptor antagonism; Q99500; CHO S1P3 NFAT-BLA reporter, FRET fluorescence, antagonist mode; inhibition, % at 4.98 µM; actives 0.27% (n = 170,000); AID 485;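 active means inhibition above the plate cutoff, the mean inhibition of test wells on that plate plus 3 SD, cut at about 28% in these data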;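 further: cells challenged with S1P at its EC80 of 0.8 µM; blue over green emission ratio from cleaved BLA substrate after 4 h stimulation; 0% = S1P-stimulated wells and 100% = unstimulated DMSO-only wells; some compounds past the cut are filed as inactive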
# STAT1 inh: STAT1 signaling inhibition; NIH 3T3 STAT1-luciferase reporter, IFN-gamma, luminescence; inhibition, % at 5.5 µM; actives 0.35% (n = 200,000); AID 920;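 active means inhibition above a set limit, the mean inhibition across all tested compounds plus 3 SD, cut at about 34% in these data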;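 further: 0% = IFN-gamma with DMSO and 100% = IFN-gamma with 300 µM nifuroxazide; values of inactives mirror those of a sister screen read the other way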
# PPARg SRC1 recr: PPARgamma-driven SRC-1 recruitment agonism | PPARgamma-SRC-1 coactivator recruitment biochemical assay | activation, % at 8 µM | actives 0.41% (n = 200,000); in the data active means activation above about 19%;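 further: 0% = DMSO and 100% = reference agonist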
# STAT3 act: STAT3 signaling activation; U3A cells, IL-6 STAT3-luciferase reporter, luminescence; 100% = signal with IL-6 EC80 alone; activation (% of control), % at 5.6 µM; actives 0.91% (n = 190,000);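 active means activation above the screen-wide mean of compound activation plus 3 SD, cut at about 130% in these data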;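 further: 0% = background luminescence of wells with medium and substrate only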
#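 Test system: human U3A cells carrying STAT3-luciferase construct; control set: IL-6-only wells as 100% reference; timing: compound pre-incubation 1 h before IL-6, then 6 h stimulation at 37 °C; also added: IL-6 stimulus at 33 ng/mL final; evaluation: % activation versus median of IL-6-stimulated wells; detection: reporter luminescence signal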
# RAM network inh: inhibitors of the yeast RAM network | actives 1.8% (n = 190,000) | AID 868 | inhibition, % at 50 µM | S. cerevisiae dse1pr::URA3 reporter, 5-FOA growth OD615, 2 d; analog-sensitive cbk1-as2 kinase mutant strain;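 active means inhibition above a set limit, 3 SD over mean compound inhibition, cut at about 8.4% in these data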;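 further: 0% = DMSO-only wells with no growth and 100% = 10 µM 1-NA-PP1 full growth; inhibition rescues growth on 5-FOA so higher OD means more RAM inhibition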
# PPARg SRC3 recr: agonists of human PPARgamma SRC-3 coactivator recruitment. biochemical PPARgamma/SRC-3 coactivator recruitment assay. AID 731. activation, % at 8 µM. actives 0.26% (n = 200,000). P37231; in the data active means activation above about 23%;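 further: 0% = DMSO and 100% = reference agonist; some compounds past the cut are filed as inactive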
# STAT3 blocker: STAT3 signaling inhibition; actives 0.89% (n = 190,000); U3A cells, IL-6 STAT3-luciferase reporter, luminescence; host cell line lacks STAT1; inhibition, % at 5.5 µM;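 active means inhibition above the mean inhibition across all screened compounds plus 3 SD, cut at about 44% in these data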;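 further: 0% = DMSO only wells and 100% = 100 µM nifuroxazide control wells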
# ROMK primary: human ROMK K+ channel modulation, primary screen; P48048; Tet-inducible ROMK, thallium flux fluorescence; actives lie on both sides; B-score at 10 µM; actives 2% (n = 130,000);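 active means signal ratio slope over the read window, or its plate-corrected B-score, at least 3 SD from the plate mean, either direction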;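 further: B-score of the F/F0 ratio slope over 7 to 12 s after thallium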
# PPARg SRC-2 ag: promotes SRC-2 coactivator recruitment by human PPARgamma; P37231; PPARgamma LBD-SRC-2 recruitment, biochemical; activation, % at 8 µM; actives 0.34% (n = 200,000); AID 1032; in the data active means activation above about 22%;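 further: 0% = vehicle and 100% = reference agonist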
# TLR4 MyD88 comp: TLR4-MyD88 interaction inhibition in cells; O00206+Q99836; HeLa CL3-4 TLR4/MyD88 BLA complementation, FRET ratio; inhibition, % at 8.4 µM; actives 0.18% (n = 200,000); in the data active means inhibition above about 25%;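 further: 0% = vehicle and 100% = reference inhibitor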
# Target sequence (O00206 whole entry, looked up): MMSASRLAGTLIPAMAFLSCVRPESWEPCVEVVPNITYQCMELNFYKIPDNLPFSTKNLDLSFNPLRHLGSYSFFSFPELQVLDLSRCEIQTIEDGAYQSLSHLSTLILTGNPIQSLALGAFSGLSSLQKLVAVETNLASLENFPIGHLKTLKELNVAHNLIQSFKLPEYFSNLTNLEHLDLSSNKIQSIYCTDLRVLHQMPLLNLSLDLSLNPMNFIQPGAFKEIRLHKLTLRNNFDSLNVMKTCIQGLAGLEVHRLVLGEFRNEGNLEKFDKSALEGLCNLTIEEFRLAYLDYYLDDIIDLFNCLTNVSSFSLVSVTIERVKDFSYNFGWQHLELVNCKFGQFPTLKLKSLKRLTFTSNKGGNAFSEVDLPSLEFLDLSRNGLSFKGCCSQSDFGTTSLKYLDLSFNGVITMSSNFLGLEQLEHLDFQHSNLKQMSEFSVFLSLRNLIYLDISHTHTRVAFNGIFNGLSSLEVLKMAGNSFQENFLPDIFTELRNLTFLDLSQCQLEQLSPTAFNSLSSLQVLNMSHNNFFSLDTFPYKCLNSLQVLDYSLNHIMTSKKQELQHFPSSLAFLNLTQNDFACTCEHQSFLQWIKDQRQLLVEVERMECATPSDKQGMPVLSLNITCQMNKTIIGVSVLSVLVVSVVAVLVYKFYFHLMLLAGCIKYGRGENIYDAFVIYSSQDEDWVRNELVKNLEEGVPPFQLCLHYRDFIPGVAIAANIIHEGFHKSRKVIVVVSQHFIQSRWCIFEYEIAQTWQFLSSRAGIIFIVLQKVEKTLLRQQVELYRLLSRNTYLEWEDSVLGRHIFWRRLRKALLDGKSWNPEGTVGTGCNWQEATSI
# Target sequence (Q99836 whole entry, looked up): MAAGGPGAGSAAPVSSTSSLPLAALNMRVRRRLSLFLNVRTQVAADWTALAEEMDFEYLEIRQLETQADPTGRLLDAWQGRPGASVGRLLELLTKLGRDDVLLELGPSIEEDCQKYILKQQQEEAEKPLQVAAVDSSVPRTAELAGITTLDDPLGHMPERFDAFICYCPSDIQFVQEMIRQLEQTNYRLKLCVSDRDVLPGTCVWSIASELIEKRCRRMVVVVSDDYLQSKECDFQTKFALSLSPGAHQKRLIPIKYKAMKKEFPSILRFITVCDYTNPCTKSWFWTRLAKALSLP
# Active calls of the source: *; nt = not tested or not shown.
Molecule	TR-FRET SRC-2 ct	S1P3 antagonist	STAT1 inh	PPARg SRC1 recr	STAT3 act	RAM network inh	PPARg SRC3 recr	STAT3 blocker	ROMK primary	PPARg SRC-2 ag	TLR4 MyD88 comp
O=C(CCC(=O)c1cccs1)NCc1ccc(F)cc1	1631	nt	0	6	102	0.5	-1	6	-0.14	14	9
COc1ccc(C)cc1NC(=O)CN1CCN(S(=O)(=O)c2ccc(Cl)cc2)CC1	1559	-13	8	12	90	1.4	4	15	nt	1	1
COC(=O)C(C(=O)OC)=C(/C=C/C=C/N(C)C)N(C)C	1501	-3	-3	1	107	0.4	0	-3	-0.46	-8	4
O=C(COc1cccnc1[N+](=O)[O-])Nc1ccc(S(=O)(=O)N2CCOCC2)cc1	1750	-30	10	6	102	1.7	4	3	-0.069	8	-10
CC(=O)N1c2ccc(Cl)cc2C2C=CCC2C1c1cccc2ccccc12 (configuration not stated)	1435	10	18	4	107	1.7	5	-10	nt	-6	8
CCCCn1c(SCC(=O)Nc2nnc(CC)s2)nc2c1c(=O)n(C)c(=O)n2C	1605	-63	-2	4	92	6.9	1	13	0.77	-2	1
CSc1sc(C)cc1C1C(C#N)=C(N)N(c2cccnc2)C2=C1C(=O)CC(C)(C)C2 (configuration not stated)	1465	11	-5	1	96	1.2	-4	10	nt	-1	3
Cc1ccc(C(=O)NCCN2CCOCC2)cc1Cl	1497	20	-8	-8	101	2.0	-5	5	nt	-7	3
Cc1c(NC(=O)C(C)n2cc([N+](=O)[O-])cn2)c(=O)n(-c2ccccc2)n1C (configuration not stated)	1585	-5	-8	8	93	1.2	4	16	-0.31	1	8
CCC/C(O)=C1\C(=O)CC(c2ccccc2)CC1=NC (configuration not stated)	1560	nt	0	-3	90	0.1	1	17	-0.36	4	-5
O=C(NC(=S)Nc1ccccc1[N+](=O)[O-])c1ccco1	1752	-4	1	3	83	3.6	7	22	0.38	4	-2
Cc1cc(C)c2c(N)c(C(=O)c3ccccc3)oc2n1	1684	nt	-7	0	80	-0.1	4	25	-0.18	1	-3
Cc1ccc(OCC(=O)NNC(=O)CSc2ncc(C#N)c(N)n2)cc1	1487	3	5	-3	108	2.0	7	-14	nt	4	-1
CC1=C(C(=O)NC2CCC(C)CC2)C2(CCC(C)CC2)OC1=O (configuration not stated)	1434	40	-2	-8	95	3.5	0	11	nt	4	-4
O=C(Cc1nnc(NC(=O)c2ccccc2)s1)N/N=C/c1ccco1	1426	-21	-2	-1	102	5.0	-1	-4	nt	-3	-10
O=C(NCCCN1CCCC1)c1cccc(N2CCCC2=O)c1	1449	nt	5	14	103	1.2	-11	3	nt	-4	8
CCCCN(C(=O)CSc1nnc(Nc2ccc(C)c(C)c2)s1)c1c(N)n(Cc2ccccc2)c(=O)[nH]c1=O	1679	nt	1	-3	107	4.8	2	-2	-2.5	-2	4
CC1CCCCC1NC(=O)COC(=O)c1ccc2c(c1Cl)C(=O)c1ccccc1C2=O (configuration not stated)	1681	-8	6	3	91	2.1	2	14	0.51	4	8
CCN(c1cccc(C)c1)S(=O)(=O)c1cccc(C(=O)O)c1	1312	nt	-6	4	97	0.5	1	11	0.057	12	2
CCCCNCCOCCOc1ccccc1-c1ccccc1	1437	5	-5	-3	101	-1.6	0	8	-3.1	-8	10

# Next part.
Molecule	TR-FRET SRC-2 ct	S1P3 antagonist	STAT1 inh	PPARg SRC1 recr	STAT3 act	RAM network inh	PPARg SRC3 recr	STAT3 blocker	ROMK primary	PPARg SRC-2 ag	TLR4 MyD88 comp
C=CCNC(=S)NNC(=O)c1ccc(=O)n(Cc2ccc(Cl)cc2Cl)c1	1605	-1	7	14	94	3.6	31*	8	0.52	1	-18
O=C(Nc1ccccc1)Nc1nc(-c2ccc(Cl)cc2)cs1	1575	-11	5	2	87	2.5	3	19	nt	4	-7
CC(NC(=O)c1ccccc1F)c1nnc(SCC(=O)N2CCN(c3ccccc3)CC2)n1C (configuration not stated)	1529	18	-2	8	100	-0.2	2	2	-0.63	1	4
O=C(N/C(=C/C=C/c1ccccc1)C(=O)N1CCCCC1)c1ccc([N+](=O)[O-])cc1	1710	-6	-1	12	113	3.1	2	-14	nt	12	4
COc1ccc(-n2c(=O)c3c4c(sc3n(CC(=O)NC3CCCC3)c2=O)CCCC4)c(OC)c1	1387	7	6	-6	102	1.4	-3	5	-0.84	-6	-5
COc1ccc(OC)c(NC(=S)N(CCc2c(C)[nH]c3ccc(C)cc23)Cc2cccs2)c1	1692	0	3	5	100	4.6	3	0	0.59	10	1
COc1ccc(/C=N/NC(N)=S)cc1OC(=O)c1cccc2ccccc12	1635	nt	-36	9	95	4.6	9	15	nt	6	-10
Cc1nn(C)c(C)c1NC(=O)CCSc1nc(-c2ccco2)cc(C(F)(F)F)n1	1543	-7	17	-5	100	2.4	8	4	nt	8	18
CC1=CC=CN2C1=NC(=O)CC2(C)C(=O)N(CC(=O)NC1CCCC1)c1cc(C)cc(C)c1 (configuration not stated)	1497	3	-12	-1	102	0.6	-1	4	0.87	5	17
CS(=O)(=O)N(CC(=O)NCCSC1CCCCC1)c1cccc(F)c1	1432	-3	5	-3	106	0.1	0	-10	0.65	1	5
C=CCNc1nnc(-c2ccncc2)s1	1677	nt	-4	0	95	1.7	14	10	nt	13	16
CCCC(C(=O)NC1CCCC1)N(C(=O)Cn1nnc(-c2ccc(C)o2)n1)C1CCCC1 (configuration not stated)	1480	1	3	4	108	1.4	1	-5	-1.5	3	2
CCc1ccc(OCC(=O)NC(NC(=S)Nc2ccccc2C)C(Cl)(Cl)Cl)cc1 (configuration not stated)	1550	14	8	0	99	4.5	7	-3	nt	6	0
COc1ccccc1-n1c(CNC(=O)c2cccs2)n[nH]c1=S	1709	-20	5	4	92	1.9	5	12	-0.0027	3	-13
CCCc1cc(=O)[nH]c(SCC(=O)CSc2nc(CCC)cc(=O)[nH]2)n1	1546	-26	1	8	101	2.0	1	3	0.46	0	12
CC(=O)Nc1ccc(SCC(=O)N(CCC#N)c2cc(C)cc(C)c2)cc1	1378	nt	0	-4	99	0.9	0	0	-0.17	5	-4
Cc1ccc(NS(=O)(=O)c2ccc(OCC(=O)Nc3cccc([N+](=O)[O-])c3)c(C)c2)cc1	1568	nt	0	-7	108	2.7	9	-4	nt	3	-3
Cc1nc2nc[nH]c2cc1Br	1601	-21	4	5	95	0.1	-4	12	nt	-3	4
Cc1cc(Br)ccc1OCC(=O)NNC(=O)C(=O)Nc1ccccc1	1408	-6	-21	-5	104	-0.1	0	-1	nt	-6	0
CCO[C@H]1OC(C(=O)Nc2ccccc2)=C[C@@H](c2ccc(C(F)(F)F)cc2)[C@@H]1CCCO	1572	-4	-4	2	nt	9.0*	1	nt	nt	5	-9

# Further structures:
Molecule	TR-FRET SRC-2 ct	S1P3 antagonist	STAT1 inh	PPARg SRC1 recr	STAT3 act	RAM network inh	PPARg SRC3 recr	STAT3 blocker	ROMK primary	PPARg SRC-2 ag	TLR4 MyD88 comp
O=C1CCC([N+](=O)[O-])C(c2ccc3c(c2)OCO3)N1 (configuration not stated)	1634	-15	-1	-1	107	-0.1	-1	-4	nt	1	13
Cc1ccccc1OCC(=O)N/N=C/c1ccc([N+](=O)[O-])o1	1810	-3	1	3	103	1.9	0	-5	-0.72	0	2
COc1ccccc1-n1c(SCC(=O)NC(C)(C)C)nnc1-c1ccco1	1539	-26	2	-3	102	0.7	2	2	nt	3	21
O=C(O)CC1C(=O)NCCN1CCCc1ccccc1 (configuration not stated)	1523	-6	2	-4	99	1.1	-12	6	nt	8	4
Cc1ccc2cc(C(c3nnnn3C3CCCC3)N3CCN(c4ccc(F)cc4)CC3)c(=O)[nH]c2c1 (configuration not stated)	1359	26	-8	-8	99	-0.2	-7	5	nt	-6	9
CC(=O)N1CCN(Cc2nc3scc(-c4ccccc4)c3c(=O)[nH]2)CC1	1567	-22	5	0	103	1.3	-1	1	-0.064	2	-2
CCOc1ccccc1/C=N/NC(=O)CNC(=O)c1cccs1	1659	-13	6	-1	95	-0.1	5	11	-2.1*	7	0
O=C(O)c1cc([N+](=O)[O-])ccc1Nc1ccccc1	1415	-5	-5	-6	94	1.7	3	3	nt	8	-4
CCN(C(=O)COC(=O)c1c(-c2ccccc2)noc1C)C1CCS(=O)(=O)C1 (configuration not stated)	1802	-9	7	7	96	0.5	11	9	nt	2	-13
CC(Sc1nc2ccccc2s1)C(=O)Nc1nnc(C(C)C)s1 (configuration not stated)	1571	nt	3	0	110	4.5	5	-3	nt	8	-5
Cc1ccn2cc(-c3nonc3C)cc2c1	1593	-4	0	7	98	4.3	-1	8	nt	7	-5
COc1ccc2cc(C(c3nnnn3Cc3ccccc3)N3CCCCCC3)c(=O)[nH]c2c1 (configuration not stated)	1571	-21	1	-5	102	nt	-2	2	nt	-4	-2
O=C(CSc1nn(-c2ccccc2)c(=S)s1)NC1CCS(=O)(=O)C1 (configuration not stated)	1487	-3	8	3	100	-0.3	0	-2	0.29	-6	-7
CN1CCN(/N=C/c2c3ccccc3c(Cl)c3ccccc23)CC1	1620	-28	0	2	96	2.8	-2	6	0.38	1	3
Oc1ccc2[nH]cnc2c1CN1CCCCC1	1402	-33	4	-1	103	0.6	-7	0	nt	0	-3
CCCCCCOC(=O)c1ccccc1NC(=O)/C=C/C(=O)O	1689	nt	-15	-6	97	-0.6	-3	14	nt	3	21
Cc1cc(NS(=O)(=O)c2ccc(NC(=O)c3cnc4scc(C)n4c3=O)cc2)nc(C)n1	1494	-2	-6	2	104	0.8	5	-6	nt	-4	-2
NC(=S)Nc1ccc2c(c1)OCO2	1626	-5	5	5	106	0.6	4	-4	-0.017	3	-8
COc1ccc(C(=O)N(C)c2c(C)n(C)n(-c3ccccc3)c2=O)cc1OC	1672	-19	9	5	96	3.4	6	9	0.14	1	3
COc1ccc(CSc2ncn[nH]2)cc1[N+](=O)[O-]	1523	-5	-1	7	111	1.7	1	-13	0.082	0	2

# Later entries
Molecule	TR-FRET SRC-2 ct	S1P3 antagonist	STAT1 inh	PPARg SRC1 recr	STAT3 act	RAM network inh	PPARg SRC3 recr	STAT3 blocker	ROMK primary	PPARg SRC-2 ag	TLR4 MyD88 comp
Clc1ccc(Oc2nc(N3CCOCC3)nc(N3CCOCC3)n2)cc1	1487	nt	-4	-7	102	0.8	1	-2	-0.68	-1	-5
COc1ccccc1N1CCN(c2ccc(Cl)nn2)CC1	1483	-6	-2	-8	80	0.2	-2	26	nt	-1	-8
CN(C)C(=O)c1c(NC(=O)c2ccco2)sc2c1CCCCC2	1641	nt	-8	5	95	1.6	13	8	0.55	2	-4
Cc1cc(NC(=O)c2sccc2C)n(-c2cccc(Cl)c2)n1	1659	-40	-7	4	105	0.4	9	4	nt	6	-6
Cc1ccc(-c2nc3cc(Cl)ccc3o2)cc1	1491	nt	-65	2	135*	0.9	5	-40	-0.029	1	-1
